# GLP1R cytotox = cytotoxicity counter-screen for GLP-1 receptor inverse agonists. 410,000 tested, 0.13% active. Potency, µM (series often up to 38.3 µM), for the others: at the top dose activity change, negative = inhibition, hits mostly inhibitors. AID 624418. HEK293 cAMP-luciferase reporter cells, luminescence, 24 h;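 note: loss of luciferase light is scored as toxicity; % is set by controls: 0 for no effect and ±100 for the full control effect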
#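 Luminescence readout: signal drop marks cytotoxicity. Plated cells grew 12 h at 37 °C, 5% CO2, received 23 nL compound for 24 h, then got luciferase reagent, read after 12 min at RT.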
# GLP-1R agonist = GLP-1 receptor (human) agonism | P43220 | HEK293 GLP-1R CRE-luciferase, luminescence, 4-6 h; cells express a hypersensitive GLP-1R form | Potency, µM (doses to about 45.6 µM), for the others: at the top dose activation, actives largely listed as activators | 380,000 tested, 0.007% active | AID 624172; note: % of control where 0% means no effect
# Target sequence (P43220 whole entry, looked up): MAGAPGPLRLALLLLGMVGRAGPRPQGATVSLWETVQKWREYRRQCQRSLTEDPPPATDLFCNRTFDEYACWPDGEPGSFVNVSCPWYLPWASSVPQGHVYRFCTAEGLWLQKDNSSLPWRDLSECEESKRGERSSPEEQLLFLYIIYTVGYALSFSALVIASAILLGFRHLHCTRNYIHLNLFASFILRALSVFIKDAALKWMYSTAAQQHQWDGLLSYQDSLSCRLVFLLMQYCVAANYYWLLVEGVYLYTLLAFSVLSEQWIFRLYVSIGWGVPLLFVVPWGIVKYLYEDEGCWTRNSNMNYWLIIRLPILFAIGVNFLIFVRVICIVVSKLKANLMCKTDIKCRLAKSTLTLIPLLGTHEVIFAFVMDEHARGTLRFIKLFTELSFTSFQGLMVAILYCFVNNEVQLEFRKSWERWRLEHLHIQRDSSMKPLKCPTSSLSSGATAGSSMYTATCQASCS
# HT1080 IDH1KD tx = toxicity to HT-1080 IDH1 knockdown cells (counter line); HT-1080 IDH1 knockdown viability, ATP luminescence, 48 h; Potency, µM (series often up to 46.1 µM), for the others: at the highest dose activity, negative = toxicity, actives largely listed as cytotoxic; 360,000 tested, 2% active;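 note: 0% = DMSO wells and -100% = cell-free medium wells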
#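 After a 2 h attachment period, IDH1KD HT-1080 cells took pin-transferred compound for 48 h at 37 °C; ATP-based luminescence after 10 min room-temperature reagent incubation reported viability.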
# TDP-43 yeast inh = TDP-43 toxicity inhibition in yeast. TDP-43 expressing yeast growth rescue, BacTiter-Glo, 24 h. Potency, µM (doses to about 46.1 µM), for the others: at the highest dose growth rescue (activation), usual class: activators. 410,000 tested, 1.8% active. AID 652104; note: % of control where 0% means no effect; nearly all actives have a fitted effect of over 50% in size
#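 In this qHTS, compounds that restore growth of yeast expressing TDP-43 appear as activators. Cells (OD600=0.02, galactose medium, raffinose-pregrown) are incubated with compound 24 hr at 30 deg C and growth is quantified by BacTiter-Glo.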
# GLP-1R inv ag = inverse agonists of human GLP-1 receptor; P43220; HEK293 GLP-1R CRE-luciferase, luminescence, 24 h; GLP-1R form is constitutively active; Potency, µM (titrated, usually from 38.3 µM), without a hit: at the highest dose activity change, negative = inhibition, actives largely listed as inhibitors; 410,000 tested, 1.6% active; AID 624417; note: % is set by controls: 0 for no effect and ±100 for the full control effect; nearly all actives have a fitted effect of over 55% in size
#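 HEK293 cells stably co-expressing constitutively active GLP-1R and a cAMP-responsive luciferase reporter were seeded in DMEM with 10% Nu serum, given compounds after 12 h, and incubated 24 h at 37 deg C. Luminescence was then read.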
# KB-V1 MDR tox = kills drug-selected multidrug resistant KB-V1 cells | KB-V1 MDR cells viability, CellTiter-Glo, 72 h | Potency, µM (top dose mostly 46.1 µM), for inactives: at the top dose activity change, negative = cytotoxicity, usual class: cytotoxic | 400,000 tested, 3.4% active; note: % is set by controls: 0 for no effect and ±100 for the full control effect; nearly all actives have a fitted effect of over 60% in size
#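 Readout: CellTiter-Glo luminescence, 10 min after addition. Cells: KB-V1 MDR subline, 72 h at 37 degrees C with compound. Analysis: corrected, normalized data fitted to concentration-effect curves.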
# HT1080-NT tox = kills 2HG-producing HT-1080-NT fibrosarcoma cells | AID 686970 | HT-1080-NT fibrosarcoma viability, CellTiter-Glo ATP luminescence, 48 h | 360,000 tested, 1.6% active | Potency, µM (doses to about 46.1 µM), without a hit: at the top dose activity, negative = less viability, hits mostly cytotoxic;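 note: NT is the 2HG producing partner of a matched IDH1 knockdown line; 0% = DMSO-treated cells and -100% = media-only wells without cells; nearly all actives have a fitted effect of over 55% in size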
#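 Luminescent CellTiter-Glo readout after 48 hours of compound exposure at 37 degrees C defined viability of HT-1080-NT cells. Activity was normalized to DMSO wells and cell-free media wells; concentration-response curves were fitted and assigned curve classes.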
# KB-3-1 tox = KB-3-1 parental cell cytotoxicity; KB-3-1 viability, CellTiter-Glo ATP luminescence, 72 h; Potency, µM (highest dose often 46.1 µM), without a hit: top-dose activity change, negative = cytotoxic, actives largely listed as cytotoxic; 400,000 tested, 1.4% active; AID 1347075; note: % is set by controls: 0 for no effect and ±100 for the full control effect; nearly all actives have a fitted effect of over 60% in size
#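 KB-3-1 cells, DMEM (no phenol red) + 10% FBS; compound by pin transfer, 72 h, 37 °C. Readout: CellTiter-Glo luminescence after 10 min. Data normalized, curve-fitted.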
# SW480 rerep = inducers of DNA re-replication in SW480 colon cancer cells; SW480 DNA re-replication, Hoechst DNA content imaging, 48 h; Potency, µM (doses to about 46.1 µM), for inactives: top-dose re-replication activation, usual class: activators; 340,000 tested, 1.8% active; AID 624297; note: % of control where 0% means no effect; nearly all actives have a fitted effect of over 55% in size
#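 Image-based DNA-content assay: after two days of treatment, nuclei were labelled with the DNA dye Hoechst and imaged, and hits were compounds raising the count of nuclei showing high fluorescence intensity.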
# Starred values were filed as active, the others as inactive; ? = inconclusive; . = no result given; & = joins results of further samples; [ ] = dose if it differs, or a comment. Calls come from the whole dose curve; as a rule, active = well fitted curve in the direction sought with a large enough effect; inconclusive = small, poorly fitted or top-dose-only effect, or another doubt; inactive = no such curve, though single readings can be large; an effect the other way counts as inactive or inconclusive. Potency is the fitted concentration of half-maximal effect.
nr	smiles	TDP-43 yeast inh	GLP1R cytotox	KB-3-1 tox	HT1080 IDH1KD tx	GLP-1R inv ag	KB-V1 MDR tox	GLP-1R agonist	HT1080-NT tox	SW480 rerep
1	COc1cc(C(=O)NC(=S)N(C)Cc2ccccc2)cc(OC)c1OC	-9%	?	-9%	-2%	?	-6%	6%	-4%	-7%
2	Cc1ccc(C)c(-c2nnc(NC(=O)CCS(=O)(=O)c3ccccc3)o2)c1	4%	-24%	-3%	-12%	-7%	-7%	-6%	2%	-2%
3	CN(C)c1nc(N)nc(/C(C#N)=C/C2CC3C=CC2C3)n1 (configuration not stated)	-5%	-11%	8%	4%	22%	0%	5%	4%	-10%
4	CN(C)S(=O)(=O)Oc1ccc(C(=O)Nc2ccc([N+](=O)[O-])cc2)cc1	13%	1%	-16%	-9%	13%	-3%	0%	-3%	-6%
5	O=C(c1ccc(C(F)(F)F)cc1)C1CCCN(C(=O)CN2C(=O)CSC2=O)C1 (configuration not stated)	7%	-4%	?	2%	1%	-27%	2%	-7%	-3%
6	COc1ccc(CCNC(=O)C2CCN(S(=O)(=O)N3CCC4(CC3)OCCO4)CC2)cc1OC	-2%	-6%	?	2%	13%	-2%	-1%	8%	-4%&3%
7	O=S(=O)(NCCc1ccccc1)c1cccc(S(=O)(=O)N2CCOCC2)c1	-1%	14%	-1%	0%	-22%	-11%	15%	2%	1%[9.22 µM]
8	Cc1ccc(C)c(S(=O)(=O)N2CCN(C(=O)c3cccn3C)CC2)c1	?	-6%	5%	1%	-12%	-1%	7%	1%	-2%
9	CN1/C(=C\C(=O)COC(=O)Cn2nnc(-c3ccccc3)n2)C(C)(C)c2ccccc21	-14%	1%	-26%	?	-22%	4%	-11%	-18%	1%
10	CN(C)CCN(C(=O)c1ccc2c(c1)CCCC2)c1nc2c(F)cccc2s1	-5%	18%	-6%	-2%	?	-16%	4%	-5%	-7%
11	CCCCc1ccc(S(=O)(=O)NC(=O)C2(C)CCN2C(=O)CCc2cccs2)cc1 (configuration not stated)	35µM*	1%	0%	26%	-29%	0%	-1%	23%	.
12	O=C(NCc1ccccn1)C(=O)NCC1OCCCN1S(=O)(=O)c1ccc(F)cc1 (configuration not stated)	21%	17%	?	0%	15%	17%	-11%	7%	-8%
13	CCCS(=O)(=O)N1CCN(Cc2ccccc2C(F)(F)F)CC1	-2%	-1%	-5%	-15%	5%	-4%	11%	-15%	12%
14	C[C@@H]1O[C@@H](O[C@H]2[C@H](O[C@H]3C[C@]4(C)C(C[C@@H](O)C5C([C@]6(C)CC[C@@H](C(C)(C)O)O6)CC[C@]54C)[C@@]4(C)CC[C@H](O)C(C)(C)C34)O[C@H](CO)[C@@H](O)[C@@H]2O)[C@H](O)[C@H](O)[C@H]1O (some centres not stated)	-6%	1%	0%	9%	5%	-6%	5%	12%	-55%[inhibitor]
15	O=C(CCCN1CCC(c2ccccc2)C1)c1ccc2c(c1)OCCO2 (configuration not stated)	-22%	-4%	-13%	-29%	-25%	-24%	-2%	-22%	7%
16	CCN(CC)c1ccc(C(=S)N2CCN(c3ccccc3)CC2)cc1	9%	7%	0%	5%	3%	-15%	4%	7%	-3%[9.22 µM]
17	Cc1ccc2c(c1)c1c(n2CC(O)CNC2CCCC2)CCCC1 (configuration not stated)	6%	?	?	-14%	11µM*	21µM*	-1%	?	?
18	Cc1ccc(Cn2nnc3c(=O)[nH]c(C4CCN(C(=O)c5cccs5)CC4)nc32)cc1	-12%	-15%	?	?	2%	8%	22%	-21%	2%
19	CCOc1ccc(CNC(=O)CS(=O)(=O)Cc2nc(-c3ccc(OC)cc3)oc2C)cc1	15%	-26%	16%	0%	-2%	0%	-4%	-7%	1%
20	Cc1nnc(SCc2cccc(Cl)c2)n(N)c1=O	-2%	21%	28%	-14%	-15%	-11%	7%	-10%	1%
21	COc1cc(/C=N/NC(=O)Cn2nnc3ccccc32)ccc1O	9%	7%	0%	0%	3%	-14%	-3%	1%	2%
22	COc1ccccc1N1CCN(C(=O)CSc2nc3ccccc3o2)CC1	17%	-4%	2%	15%	0%	21µM*	-10%	-6%	-1%
23	CCOC(=O)c1nc(NNC(=O)c2ccc([N+](=O)[O-])cc2)sc1C	?	-29%	18µM*	7.3µM*	?	?	0%	?	3.7µM*
24	COc1ccc(Cn2c(=O)sc3ccccc3c2=O)cc1	11µM*	-9%	1%	6%	35%[activator]	7%	?	3%	-4%
25	C=CCn1cc(-c2cccc(Cl)c2)cc(C#N)c1=O	-6%	-1%	-7%	0%	4%	-22%	17%	2%	-5%
26	CCCc1cc(=O)[nH]c(Nc2cc(Cl)cc(Cl)c2)n1	13%	-24%	?	.	?	?	.	.	.
27	CSc1ccccc1C(=O)Nc1cc([N+](=O)[O-])ccc1C	.	-5%	-1%	14%	0%	0%	2%	6%	-4%[1.84 µM]
28	CC1CCC(NS(=O)(=O)c2ccc3c(c2)CC(=O)N3)CC1 (configuration not stated)	9%	4%	1%	1%	10%	-8%	6%	9%	-5%
29	O=C(N/N=C/c1ccoc1)c1cccc([N+](=O)[O-])c1	2%	-9%	11%	15%	-12%	-2%	-3%	-3%	-1%
30	CCCN(Cc1nnc(-c2cccs2)o1)C(=O)CN1C(=O)NC2(CCCCC2C)C1=O (configuration not stated)	5%	2%	-1%	-1%	-12%	20%	3%	3%	-11%
31	CCOc1cc(/C=C2\CN(CC)C/C(=C\c3ccc(O)c(OCC)c3)C2=O)ccc1O	9%	-1%	?	2.9µM*	10µM*	?	-5%	2.6µM*	?
32	Cc1ccc2nc(SCc3nnc(-c4ccccc4Br)o3)[nH]c2c1	18%	-21%	-4%	-20%	?	0%	11%	-20%	1%
33	COc1ccc(Cl)cc1-c1cc(C(=O)Nc2ccccc2)[nH]n1	0%	-11%	0%	?	?	3%	5%	?	.
34	Cc1c(-c2cc(C(=O)O)on2)cnn1C	-21%[9.22 µM]	16%	-13%	15%	-2%	4%	1%	10%	-10%
35	CCOC(=O)c1cnc2c(ccc3ccccc32)c1Nc1cccc(OC)c1	23%	1%	0%	.	0%	-22%	.	.	.
36	CCOc1ccc(C(=O)NCC(=O)NC(C)CCc2ccccc2)cc1OCC (configuration not stated)	-13%	-7%	0%	-4%	?	-14%	-4%	-10%	-7%
37	O=C(c1ccncc1)N(c1ccc2oc3c(c2c1)CCCC3)S(=O)(=O)c1ccc(F)cc1	?	?	-5%	?	?	?	-3%	-24%	-35%[inhibitor]
38	C=CCn1c(SCC(=O)Nc2nc(C)cs2)nnc1C(CO)NC(=O)c1ccccc1 (configuration not stated)	22%	2%	6%	9%	0%	24%	14%	5%	-5%
39	COc1cccc(NC(=O)C2CC(=O)N(C)C(=Nc3cccc(F)c3)S2)c1 (configuration not stated)	?	3%	9%	-8%	?	?	14%	-26%	4%
40	Cc1cc(C)n(-c2nnc3c4ccccc4n(C)c3n2)n1	-26%[1.82 µM]	-6%	-2%	?	-15%	7%	9%	?	-2%
41	COCC(=O)N/N=C\c1ccc(OC/C=C/c2ccccc2)c(OC)c1	29%	?	-2%	-17%	?	12µM*	3%	-11%	?
42	O=[N+]([O-])c1ccc(C2(O)CN(c3ccccc3)C3=[N+]2CCS3)cc1 (configuration not stated)	9%	4%	-9%	4%	12%	?	15%	11%	1%
43	COC(=O)C1=CN(Cc2ccc(OC)c(OC)c2)C=C(C(=O)OC)C1c1ccc(F)cc1	?	28%	?	1%	7%	-22%	18%	-20%	21µM*
44	O=C(c1ccccc1Sc1ccc([N+](=O)[O-])cc1Cl)N1CCOCC1	?	-9%	0%	-11%	0%	?	12%	-3%	6%
45	C/C(=N\Nc1cc(N2CCOCC2)ncn1)c1ccccc1	18%	28%	-13%	-9%	?	?	8%	-9%	23%
46	CCc1ccccc1NC(=O)CCNS(=O)(=O)c1ccc2c(c1)CCC(=O)N2	9%	-2%	16%	4%	15%	28%	-1%	-3%	1%
47	COc1ccc(NC(=O)COC(=O)c2ccc(F)cc2F)cc1	19%	-29%	-3%	-9%	-9%	2%	2%	-13%	1%
48	Cc1cc(Oc2ccc(N)cn2)ccc1Cl	0%	3%	4%	-3%	-25%	-4%	10%	-17%	-3%
49	CC[C@@H](C)C(NC(=O)OC(C)(C)C)c1cn([C@@H](Cc2cc3ccccc3[nH]2)C(=O)N2CCN(C(=O)OC(C)(C)C)CC2)nn1 (some centres not stated)	-3%	-11%	?	-1%	?	?	-3%	-12%	-4%
50	O=C(CCCOc1ccc(Cl)cc1Cl)N/N=C/c1ccc(Cl)cc1	21%	-20%	-3%	?	-28%	-12%	6%	?	3%
51	Cc1cccc(-n2c(SCC(=O)Nc3cccc(S(=O)(=O)NC4=NCCCCC4)c3)nc3ccccc3c2=O)c1C	5%	20%	-3%	-2%	-16%	-17%	-1%	0%	?
52	COC(=O)c1ccccc1NC(=O)c1c(C)oc2ncn(C)c(=O)c12	11%	-2%	20%	.	11%	3%	1%	.	.
53	CCOc1cc(C(=S)N2CCOCC2)ccc1OS(=O)(=O)c1ccc(NC(C)=O)cc1	-6%	-16%	-14%	-2%	5%	?	-5%	-2%	?
54	C[C@@H]1CCCCO[C@H](CN(C)Cc2ccc(C(F)(F)F)cc2)[C@@H](C)CN([C@H](C)CO)C(=O)c2cc(NS(=O)(=O)c3cn(C)cn3)ccc2O1	0%	16%	7%	17%	5%	?	3%	-1%	.
55	C=CCN1c2ccccc2[C@]23C[C@@H](C(=O)OC)N(C(=O)NC4CCCC4)C2=NC(C(=O)OC)=C(C(=O)OC)[C@H]13	0%	4%	11%	4%	20%	3%	-3%	2%	?

# An excerpt from above, limited to SW480 rerep and GLP1R cytotox.
item	SMILES	SW480 rerep	GLP1R cytotox
45	C/C(=N\Nc1cc(N2CCOCC2)ncn1)c1ccccc1	23%	28%
46	CCc1ccccc1NC(=O)CCNS(=O)(=O)c1ccc2c(c1)CCC(=O)N2	1%	-2%
